Epigenetic derep: epigenetic control regulation, reporter derepression; Potency, µM (highest dose often 53.9 µM), inactives show at the highest dose GFP activation, actives largely listed as activators; actives 0.2% (n = 280,000); murine LDR cells, GFP reporter derepression, 30 h; note: potency is the fitted concentration of half-maximal effect; % of control where 0% means no effect; nearly all actives have a fitted effect of over 60% in size
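In this reporter-derepression format, murine cells bearing a silenced integrated CMV-GFP locus incubate with test compound (30 h, 37 C), then are washed and imaged; fluorescent objects of 20–120 um count as induced cells.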
aGal spleen mod: alpha-galactosidase A (human) modulation; human spleen homogenate, 4MU-alpha-Gal fluorescence, 40 min; Potency, µM (highest dose often 80 µM), for inactives: at the highest dose activity change, negative = inhibition, hits mostly inhibitors; P06280; actives 0.008% (n = 240,000);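 note: potency is the fitted concentration of half-maximal effect; 0% = enzyme with vehicle and -100% = no enzyme basal signal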
Target sequence (P06280 32-429 limits assumed): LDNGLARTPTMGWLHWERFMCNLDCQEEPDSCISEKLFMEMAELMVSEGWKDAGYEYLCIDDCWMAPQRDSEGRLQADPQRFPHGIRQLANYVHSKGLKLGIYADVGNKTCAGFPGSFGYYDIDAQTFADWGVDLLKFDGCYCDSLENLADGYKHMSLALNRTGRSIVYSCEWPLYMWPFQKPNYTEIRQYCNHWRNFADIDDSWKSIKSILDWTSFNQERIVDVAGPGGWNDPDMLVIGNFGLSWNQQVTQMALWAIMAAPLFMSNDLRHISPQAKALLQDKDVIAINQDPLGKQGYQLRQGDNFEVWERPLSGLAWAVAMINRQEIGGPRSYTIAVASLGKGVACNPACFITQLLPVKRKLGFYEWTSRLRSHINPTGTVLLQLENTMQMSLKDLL
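Spleen homogenate 1 ug + cpd (titration) + 4-MU-alpha-D-galactopyranoside 1 mM; 37C 40 min; 50 mM citrate/phosphate pH 5.0, 0.01% Tween-20; stop pH 10; fluorescence 365/440; AC50 via Hill.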
CBFb-RUNX1 inh: blocks binding between human CBF-beta and RUNX1; Q01196+Q13951; AlphaScreen CBFb-His/RUNX1-biotin binding, biochemical; Potency, µM (top dose mostly 59.8 µM), without a hit: at the top dose activity, negative = inhibition, most hits filed as inhibitors; 230,000 tested, under 10 active; AID 1477; note: % of control where 0% means no effect
Target sequence (Q01196 whole entry, looked up): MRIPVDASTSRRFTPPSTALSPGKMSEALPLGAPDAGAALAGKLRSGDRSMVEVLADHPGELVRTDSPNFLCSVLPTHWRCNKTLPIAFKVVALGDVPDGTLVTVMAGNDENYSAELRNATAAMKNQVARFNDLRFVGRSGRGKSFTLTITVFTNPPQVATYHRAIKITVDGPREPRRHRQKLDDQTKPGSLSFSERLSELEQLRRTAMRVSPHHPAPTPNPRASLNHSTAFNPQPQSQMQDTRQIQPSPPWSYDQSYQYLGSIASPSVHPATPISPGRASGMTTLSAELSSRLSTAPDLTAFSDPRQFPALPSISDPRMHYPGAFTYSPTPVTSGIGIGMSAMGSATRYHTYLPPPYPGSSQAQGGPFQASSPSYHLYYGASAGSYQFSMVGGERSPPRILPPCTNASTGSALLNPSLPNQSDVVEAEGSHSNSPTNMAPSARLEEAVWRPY
Target sequence (Q13951 whole entry, looked up): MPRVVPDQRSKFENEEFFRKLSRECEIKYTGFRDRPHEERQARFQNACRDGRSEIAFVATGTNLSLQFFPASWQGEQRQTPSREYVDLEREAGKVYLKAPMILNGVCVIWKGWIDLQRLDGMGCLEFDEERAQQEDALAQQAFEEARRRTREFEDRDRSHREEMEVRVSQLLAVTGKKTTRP
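Interaction loss through any mechanism counts as activity. Pre-formed complex of His-CBF-beta and biotin-RUNX1 (30 nM apiece) is incubated with compound 15 min, then with 50 ng nickel and 50 ng streptavidin beads for 90 min before AlphaScreen detection.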
LMNA splice mod: changes lamin A minigene splicing in HeLa cells. AID 1487. Potency, µM (top dose mostly 46.1 µM), inactives show at the top dose ratio change, negative = inhibition, most hits filed as inhibitors. HeLa LMNA splicing GFP/RFP minigene ratio, 48 h. actives 0.01% (n = 200,000); active = well fitted inhibition curve with a large enough effect in the signal ratio, with a control signal flat, not every such curve was filed as active; inconclusive = small, poorly fitted or top-dose-only effect, or effect the other way, or a change in a side signal; the % refers to the signal ratio; note: potency is the fitted concentration of half-maximal effect; % is set by controls: 0 for no effect and ±100 for the full control effect
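S3 HeLa cells stably expressing lamin A-EGFP splicing minigene plus DsRed2, 600 cells/well, 48 h compound exposure at 37C. Laser-scanning cytometry; analysed as GFP (500-530 nm)/RFP (575-640 nm) total intensity ratio; 0.5% DMSO vehicle.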
IMPase Li inh: membrane-permeable IMPase blocker, potentiated with lithium | AID 1457 | Potency, µM (doses to about 59.4 µM), without a hit: top-dose activity, negative = IMPase inhibition, hits mostly inhibitors | actives 0.35% (n = 210,000) | CHO-M1 cells, IP1 TR-FRET (IP-One), carbachol + lithium;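 note: IP1 builds up when IMPase is blocked and the TR-FRET signal falls; potency is the fitted concentration of half-maximal effect; plate controls were basal vehicle for no effect and high inhibitor control for full effect; nearly all actives have a fitted effect of over 50% in size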
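Lithium-sensitised IP1 accumulation assay; M1-expressing CHO cells treated 30 min at 37C with compound. Competitive antibody detection by time-resolved FRET followed a 10 min room-temperature lysis step.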
Numbers without * were called inactive; ? = inconclusive; . = no result given; & = joins results of further samples; [ ] = another dose, or the depositor's remark. Unless noted, calls come from the whole dose curve; as a rule, active = well fitted curve in the direction sought with a large enough effect; inconclusive = small, poorly fitted or top-dose-only effect, or another doubt; inactive = no such curve, though single readings can be large; an effect the other way counts as inactive or inconclusive. The list is partial, so the mix of outcomes need not match the whole.

no.	structure	Epigenetic derep	aGal spleen mod	CBFb-RUNX1 inh
1	Cc1nc2ccccc2c(=O)n1-c1ccc(NC(=O)c2cccc([N+](=O)[O-])c2)cc1	-0.6%	.	.
2	CC(=O)N1CCc2c(sc(NC(=O)CSc3ccc(C)cc3)c2-c2nc3ccccc3s2)C1	1.7%	.	.
3	Cc1ccccc1NCc1cccn1-c1nnc(N2CCOCC2)s1	-1.3%	.	.
4	CCN(c1ccccc1)c1ncnc2c1cnn2-c1ccc(OC)cc1	-1.3%	.	.
5	Cc1cc(Br)cc(C)c1NC(=O)c1sc2ncn(Cc3cccc(F)c3)c(=O)c2c1C	1.1%	.	.
6	CC(=O)Nc1cccc(-c2nc(-c3ccccc3)no2)c1	-1.1%	.	.
7	O=C(Nc1ccc(F)cc1F)c1cc(CN2CCOCC2)on1	0.0%	.	.
8	Cc1ccc(N2CC(NC(=O)c3cccc(Cl)c3)CC2=O)cc1C (stereo unspecified)	0.8%	.	.
9	Cc1cc(-c2ccc(N=Nc3cc(S(=O)(=O)O)c4ccccc4c3N)c(C)c2)ccc1N=Nc1cc(S(=O)(=O)O)c2ccccc2c1N	.	-7%	.
10	CCCC(=O)c1cc(O)c(O)cc1O	.	-19%	.

no.	LMNA splice mod	IMPase Li inh
1	?	.
2	7%[46 µM]	.
3	?	.
4	-14%[46 µM]	.
5	?	.
6	1%[46 µM]	.
7	5%[46 µM]	.
8	16%[46 µM]	.
9	.	-2%
10	.	25%

(list continues)
no.	structure	Epigenetic derep	aGal spleen mod	CBFb-RUNX1 inh
11	O=C1NC(=O)C(Cc2ccc(OCCN3COc4ccccc4C3=O)cc2)S1 (stereo unspecified)	.	4%	6%
12	CCN(CC)CCC(c1ccc(OC)cc1)c1c(OC)cc(OC)c2c(C)cc(=O)oc12 (stereo unspecified)	.	11%	15%
13	O=C(Nc1ccccc1)OCC(CN1CCCCC1)OC(=O)Nc1ccccc1 (stereo unspecified)	.	-5%	4%
14	C=C1CCN(C(Cc2ccccc2)C(=O)NCc2ccc(Cl)cc2)S(=O)(=O)c2ccccc21 (stereo unspecified)	.	-1%&-3%	7%&18%
15	Cc1ccc(CNC(=O)C2(C(F)(F)F)C/C(=C\CCO)CCCO2)o1 (stereo unspecified)	.	1%	1%
16	CN1CCc2cc(O)c(O)cc2C1Cc1ccc(O)c(O)c1 (stereo unspecified)	.	-10%	16%
17	CC(C)(C)OC(=O)NC(NC(=O)OCC1c2ccccc2-c2ccccc21)C(=O)O (stereo unspecified)	.	15%	-19%
18	CSCC[C@H](NC(=O)[C@H](CCCN=C(N)N)NC(=O)[C@@H]1CCCN1C(=O)[C@H](Cc1ccccc1)NC(=O)[C@H](C)NC(=O)[C@H](CC(C)C)NC(=O)[C@H](Cc1ccc(O)cc1)NC(=O)[C@H](CC(N)=O)NC(=O)[C@@H](N)CCSC)C(N)=O	.	12%	1%
19	C=C1CCN(C(C)C(=O)OCc2ccc(C)cc2)S(=O)(=O)c2ccccc21 (stereo unspecified)	.	-3%	?
20	C=CCCn1c(Cl)c(C#N)sc1=O	.	-5%	1%

no.	LMNA splice mod	IMPase Li inh
11	.	.
12	.	.
13	.	.
14	.	.
15	.	.
16	.	.
17	.	.
18	.	.
19	.	.
20	.	.

(list continues)
no.	structure	Epigenetic derep	aGal spleen mod	CBFb-RUNX1 inh
21	C=CCOC(/C=C/c1ccccc1)C[Si](C)(C)C (stereo unspecified)	.	19%	26%
22	C#CCn1c(=O)c2c(nc(/C=C/c3cccc(OC)c3)n2C)n(CCCO)c1=O	.	12%	6%
23	COc1ccc(-c2ccoc2)cc1C1C2C=CCC(C)C2C(=O)N1Cc1ccccc1 (stereo unspecified)	.	7%	-4%
24	Cc1noc(C)c1-c1ccc2ncnc(NCc3ccc4[nH]ccc4c3)c2c1	.	7%	?
25	COc1ccc(C2=Nn3c(nnc3-c3cccc(OC)c3OC)SC2)cc1	.	1%	4%
26	COc1cc([C@@H]2CC(=O)c3c(O)cc(O)cc3O2)ccc1O	.	18%	17%
27	CCCN1CCC(=O)N(C(CSc2ccc(OC)cc2)CC(C)C)CC1 (stereo unspecified)	.	1%	8%
28	O=C1C2C(c3ccccc3)CC=CC2C(c2cccc(Br)c2)N1Cc1ccccc1 (stereo unspecified)	.	7%	11%
29	COc1cc(SC)ccc1C(=O)N1CCC(Cc2ccccc2)CC1	.	10%	5%
30	O=C(NCCc1c[nH]c2ccccc12)c1ccccc1O	.	-9%	-2%

no.	LMNA splice mod	IMPase Li inh
21	.	.
22	.	.
23	.	.
24	.	.
25	.	.
26	.	.
27	.	.
28	.	.
29	.	.
30	.	.

A draw from above in order of molecular weight, largest number first.
no.	structure	Epigenetic derep	aGal spleen mod	CBFb-RUNX1 inh
23	COc1ccc(-c2ccoc2)cc1C1C2C=CCC(C)C2C(=O)N1Cc1ccccc1 (stereo unspecified)	.	7%	-4%
22	C#CCn1c(=O)c2c(nc(/C=C/c3cccc(OC)c3)n2C)n(CCCO)c1=O	.	12%	6%
25	COc1ccc(C2=Nn3c(nnc3-c3cccc(OC)c3OC)SC2)cc1	.	1%	4%
21	C=CCOC(/C=C/c1ccccc1)C[Si](C)(C)C (stereo unspecified)	.	19%	26%

no.	LMNA splice mod	IMPase Li inh
23	.	.
22	.	.
25	.	.
21	.	.

(next part)
no.	structure	Epigenetic derep	aGal spleen mod	CBFb-RUNX1 inh
31	O=C(NCc1ccccn1)C1(C(F)(F)F)C/C(=C\Cc2ccccc2)CCCO1 (stereo unspecified)	.	-14%	-9%
32	O=C(CO)[C@@H](O)C(O)[C@@H](O)CO (stereo partly specified)	.	6%	19%
33	CC(C)C[C@@H](C(=O)N[C@@H](Cc1c[nH]c2ccccc12)C(N)=O)N1C[C@]2(CCCN2C(=O)[C@H](Cc2ccccc2)NC(=O)[C@H](Cc2ccccc2)NC(=O)[C@H](CCC(N)=O)NC(=O)[C@H](CCC(N)=O)NC(=O)[C@@H]2CCCN2C(=O)[C@H](CCCCN)NC(=O)[C@@H]2CCCN2C(=O)[C@@H](N)CCCNC(=N)N)CC1=O	.	-22%	2%
34	COC1[C@@H](OC)C[C@H](C)[C@@H](OC)C2=CC(=O)C=C(NC(=O)/C(C)=C/C=C\[C@H](OC)[C@@H](OC(N)=O)/C(C)=C/[C@@H]1C)C2=O (stereo partly specified)	.	-2%	11%
35	C=C1C=CS(=O)(=O)N(Cc2ccccc2)C1	.	-1%	3%
36	c1ccc2c(c1)SCc1c-2[nH]c2ccccc12	.	-6%	-25%
37	CN(C)/C=N/c1c(C#N)cnn1-c1ccc(F)c(Cl)c1	.	-3%	?
38	CC[C@H](C)[C@H](NC(=O)[C@H](C)NC(=O)CNC(=O)[C@H](CCCN=C(N)N)NC(=O)[C@H](C)NC(=O)[C@H](CC(C)C)NC(=O)[C@H](CCC(=O)O)NC(=O)[C@H](CC(C)C)NC(=O)[C@H](C)NC(=O)[C@@H](N)CCC(=O)O)C(=O)N[C@@H](Cc1ccccc1)C(=O)N[C@@H](CCC(N)=O)C(=O)N[C@@H](C)C(=O)O	.	3%	13%
39	O=C(O)c1ccc2c(c1)C(=O)N([C@H](Cc1ccc(-c3ccccc3)cc1)C(=O)O)C2=O	.	-15%	11%
40	CCC/C=C1/CCCOC(C(=O)NCc2ccccn2)(C(F)(F)F)C1 (stereo unspecified)	.	-2%	10%

no.	LMNA splice mod	IMPase Li inh
31	.	.
32	.	.
33	.	.
34	.	.
35	.	.
36	.	.
37	.	.
38	.	.
39	.	.
40	.	.

(continued)
no.	structure	Epigenetic derep	aGal spleen mod	CBFb-RUNX1 inh
41	C=C1CCN(C(CC(C)C)C(=O)N2CCOCC2)S(=O)(=O)c2ccccc21 (stereo unspecified)	.	-5%	?
42	CSCC[C@H](NC(=O)[C@H](Cc1c[nH]c2ccccc12)NC(=O)CNC(=O)[C@H](Cc1ccc(O)cc1)NC(=O)[C@H](C)NC(=O)[C@H](CCC(=O)O)NC(=O)[C@H](CCC(=O)O)NC(=O)[C@H](CCC(=O)O)NC(=O)[C@H](CCC(=O)O)NC(=O)[C@H](CCC(=O)O)NC(=O)[C@H](CC(C)C)NC(=O)[C@H](Cc1c[nH]c2ccccc12)NC(=O)[C@@H]1CCCN1C(=O)CNC(=O)[C@@H]1CCC(=O)N1)C(=O)N[C@@H](CC(=O)O)C(=O)N[C@@H](Cc1ccccc1)C(=O)NCC(=O)O	.	5%	18%
43	CCC/C=C1/CCCOC(C(=O)NCCOC)(C(F)(F)F)C1 (stereo unspecified)	.	9%	7%
44	COc1ccc([C@@H]2CC(=O)c3c(O)cc(O[C@@H]4O[C@H](CO)[C@@H](O)[C@H](O)[C@H]4OC4O[C@@H](C)[C@H](O)[C@@H](O)[C@H]4O)cc3O2)cc1O (stereo partly specified)	.	-5%	-15%
45	CC[C@H](C)[C@H](NC(=O)[C@H](Cc1cnc[nH]1)NC(=O)[C@@H](N)CCC(=O)O)C(=O)N1CCC[C@H]1C(=O)N[C@@H](C)C(=O)O	.	-3%	5%
46	COc1ccc(C2=Nn3c(nnc3-c3ccccc3O)SC2)c(OC)c1	.	-2%	0%
47	C[C@@H]1OC(O[C@H]2[C@H](Oc3cc(O)c4c(=O)c(O)c(-c5ccc(O)cc5)oc4c3)O[C@H](CO)[C@@H](O)[C@@H]2O)[C@H](O)[C@H](O)[C@H]1O (stereo partly specified)	.	-5%	20%
48	COc1ccc(C2=Nn3c(nnc3-c3ccc(OC)cc3OC)SC2)c(OC)c1	.	4%	10%
49	CC[C@H](C)[C@H](NC(=O)[C@H](CC(N)=O)NC(=O)[C@H](CCCCN)NC(=O)[C@H](Cc1ccccc1)NC(=O)[C@H](Cc1ccccc1)NC(=O)[C@H](Cc1cnc[nH]1)NC(=O)[C@@H](N)C(C)C)C(=O)N[C@H](C(=O)N[C@H](C(=O)N1CCC[C@H]1C(=O)N[C@@H](CCCN=C(N)N)C(=O)N[C@H](C(=O)N1CCC[C@H]1C(=O)O)[C@@H](C)O)[C@@H](C)O)C(C)C	.	4%	-2%
50	CSCC[C@H](NC(=O)[C@H](CCCNC(=N)N)NC(=O)[C@H](Cc1ccc(O)cc1)NC(=O)[C@@H]1CCCN1C(=O)CNC(=O)[C@H](CCC(=O)O)NC(=O)[C@H](CC(=O)O)NC(=O)[C@H](CCCCN)NC(=O)[C@H](CCCCN)NC(=O)[C@H](CCC(=O)O)NC(=O)[C@H](C)N)C(=O)N[C@@H](CCC(=O)O)C(=O)N[C@@H](Cc1cnc[nH]1)C(=O)N[C@@H](Cc1ccccc1)C(=O)N[C@@H](CCCNC(=N)N)C(=O)N[C@@H](Cc1c[nH]c2ccccc12)C(=O)NCC(=O)N[C@@H](CO)C(=O)N1CCC[C@H]1C(=O)N1CCC[C@H]1C(=O)N[C@@H](CCCCN)C(=O)N[C@@H](CC(=O)O)C(=O)O	.	6%	3%

no.	LMNA splice mod	IMPase Li inh
41	.	.
42	.	.
43	.	.
44	.	.
45	.	.
46	.	.
47	.	.
48	.	.
49	.	.
50	.	.

Screens as filed in PubChem BioAssay.
